# Compound activity as filed in PubChem BioAssay.
# GALK inhibitor – qHTS Assay for Inhibitors of Human Galactokinase (GALK). AID 1868, 2009. actives 0.007% (n = 270,000). Potency, µM (highest dose often 57.5 µM), for the others: top-dose activity change, negative = inhibition, most hits filed as inhibitors. P51570. Purified GALK, Kinase-Glo residual ATP luminescence; further: potency means the concentration at half of the fitted maximal effect
# Target sequence (P51570 whole entry, looked up): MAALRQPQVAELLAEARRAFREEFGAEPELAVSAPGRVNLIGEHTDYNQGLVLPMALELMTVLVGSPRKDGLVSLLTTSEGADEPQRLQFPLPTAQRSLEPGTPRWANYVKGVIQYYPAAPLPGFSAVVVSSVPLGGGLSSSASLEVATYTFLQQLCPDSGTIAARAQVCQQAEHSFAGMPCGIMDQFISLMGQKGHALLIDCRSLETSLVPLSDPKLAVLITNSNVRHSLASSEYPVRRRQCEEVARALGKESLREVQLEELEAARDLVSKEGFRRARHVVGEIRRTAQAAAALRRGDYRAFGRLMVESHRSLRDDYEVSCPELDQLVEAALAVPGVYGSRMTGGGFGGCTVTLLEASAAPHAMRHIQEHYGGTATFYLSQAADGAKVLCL
#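 ATP-depletion format; final 35 uM ATP, 100 uM D-galactose, 5 nM enzyme; pH 8.0 HEPES/Mg2+ buffer; 60 min RT; luminescence read 10 min after detection reagent.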
# Chronic BCR inh – qHTS Assay to Find Inhibitors of Chronic Active B-Cell Receptor Signaling; ABC-DLBCL IkBa-CBG/CBR reporter, luminescence ratio, 4 h; Potency, µM (highest dose often 46.1 µM), without a hit: top-dose ratio change, negative = lower green/red ratio, most hits filed as inhibitors; actives 0.05% (n = 340,000); active means well fitted inhibition curve with a large enough effect in the signal ratio, with a control signal flat, not every such curve was filed as active; inconclusive means small, poorly fitted or top-dose-only effect, or effect the other way, or a change in a side signal; the % refers to the signal ratio;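 further: potency means the concentration at half of the fitted maximal effect; plate controls were basal doxycycline-induced cells for no effect and cells given 10 µM MG132 for full effect; MG132 reads +100%, hits lower the ratio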
#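 TMD8 human ABC-DLBCL cells with doxycycline-inducible IκBα–green luciferase fusion and unfused red luciferase, in 0.5% FBS medium; compounds up to 46 uM, 4 h at 37C. Green/red luminescence ratio, filter-overlap corrected, fitted to concentration-response curves.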
# Coupling enz – qHTS Assay for Inhibitors of Fructose-1,6-bisphosphate Aldolase from Giardia Lamblia: Coupling assay counterscreen; coupling enzyme system counterscreen, AmpLite Red fluorescence; activity change, negative = inhibition, % at 58.2 µM, hits read low; AID 2472, 2010; actives 0.67% (n = 290,000); in the data active means activity change below about -30%
#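 Fluorescence at 525 nm excitation and 598 nm emission measured inhibition of the coupled detection system without aldolase. Compounds (at 57.5 uM final) were preincubated 10 min at room temperature with coupling enzyme reagent before a 20 min substrate/AmpLite Red step.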
# Giardia kill – Small Molecules that selectively kill Giardia lamblia: qHTS; Giardia lamblia trophozoite viability; activity change, % at 7.66 µM, hits read low; actives 0.15% (n = 340,000); in the data active means activity change below about -80%; inconclusive means between about -30% and that limit;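 further: parasites exposed to compound for two days anaerobically before the ATP read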
#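 Luminescent ATP signal served as the viability read-out, measured 15-30 min after adding ATP detection reagent to trophozoites that had been incubated with compounds for 48 hrs at 37 deg C anaerobically at 100 cells/well.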
# uPA surface inh – qHTS for Inhibitors of Cell Surface uPA Generation. cell surface uPA generation assay, qHTS. Potency, µM (top dose mostly 38.3 µM), inactives show at the top dose activity change, negative = inhibition, hits mostly inhibitors. actives 0.31% (n = 330,000). AID 540303, 2011; active means well fitted inhibition curve with a large enough effect; inconclusive means small, poorly fitted or top-dose-only effect; inactive means no such curve, though single readings can be large or run the other way; tested in mouse RAW 264.7 cells; further: potency means the concentration at half of the fitted maximal effect; nearly all actives have a fitted effect of over 55% in size
# KCNH2 3.1 inh – qHTS for Inhibitors of KCHN2 3.1: Mutant qHTS | activity change, % (tested at about 1.8 µM) | U2OS KCNH2 3.1, thallium flux FluxOr; hits give low values | actives 0.95% (n = 340,000);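 active means maximum activity change below -70%; inconclusive means maximum activity change from -70% to -50%; inactive means maximum activity change above -50%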;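 further: thallium influx rate constant from kinetic fluorescence after stimulation buffer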
#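 Thallium flux via FluxOr fluorescence (Red40 quencher, 45 min loading) in U2OS cells virally expressing the KCNH2 3.1 isoform (1.77 x 10^8 /mL virus, overnight at 37 C). Rate constants from 2-min kinetic reads post-stimulation, normalised to positive and negative controls.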
# B2AR arrestin – qHTS assay of beta-arrestin-biased ligands of beta2-adrenergic receptor | Beta-2 adrenergic receptor (Homo sapiens), P07550 | beta-arrestin recruitment to beta2AR, cell-based reporter | Potency, µM (top dose mostly 46.1 µM), without a hit: at the highest dose activation, most hits filed as activators | actives 0.02% (n = 330,000);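 further: potency means the concentration at half of the fitted maximal effect; 0% = DMSO controls and full agonism = EC100 isoproterenol or metaproterenol; nearly all actives have a fitted effect of over 65% in size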
# PKM2 act – qHTS Assay for Activators of Human Muscle isoform 2 Pyruvate Kinase | purified PKM2, Kinase-Glo ATP luminescence, activation; response scale: 0% is enzyme alone, no compound | Pyruvate kinase PKM (Homo sapiens), P14618 | Potency, µM (highest dose often 57.5 µM), for the others: top-dose activation, most hits filed as activators | actives 0.34% (n = 260,000); further: potency means the concentration at half of the fitted maximal effect; nearly all actives have a fitted effect of over 55% in size
#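 Purified hPK-M2 (>95%) run at intermediate activity with 0.1 mM ADP and 0.5 mM PEP in 50 mM imidazole pH 7.2, KCl, MgCl2; 1 h room temperature. ATP formed read by Kinase-Glo luminescence; normalized to uninhibited and no-enzyme controls.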
# USP2a block – qHTS Assay for Inhibitors of Ubiquitin-specific Protease USP2a Using CHOP2 as the Reporter | Ubiquitin carboxyl-terminal hydrolase 2 (Homo sapiens), O75604 | USP2 core, Ub-CHOP2 coupled fluorogenic reporter, 485/531 | Potency, µM (highest dose often 38.3 µM), for inactives: at the top dose activity change, negative = inhibition, usual class: inhibitors | actives 0.01% (n = 330,000);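 further: potency means the concentration at half of the fitted maximal effect; plate controls were DMSO wells for no effect and full inhibition by NEM control for full effect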
# Target sequence (O75604 whole entry, looked up): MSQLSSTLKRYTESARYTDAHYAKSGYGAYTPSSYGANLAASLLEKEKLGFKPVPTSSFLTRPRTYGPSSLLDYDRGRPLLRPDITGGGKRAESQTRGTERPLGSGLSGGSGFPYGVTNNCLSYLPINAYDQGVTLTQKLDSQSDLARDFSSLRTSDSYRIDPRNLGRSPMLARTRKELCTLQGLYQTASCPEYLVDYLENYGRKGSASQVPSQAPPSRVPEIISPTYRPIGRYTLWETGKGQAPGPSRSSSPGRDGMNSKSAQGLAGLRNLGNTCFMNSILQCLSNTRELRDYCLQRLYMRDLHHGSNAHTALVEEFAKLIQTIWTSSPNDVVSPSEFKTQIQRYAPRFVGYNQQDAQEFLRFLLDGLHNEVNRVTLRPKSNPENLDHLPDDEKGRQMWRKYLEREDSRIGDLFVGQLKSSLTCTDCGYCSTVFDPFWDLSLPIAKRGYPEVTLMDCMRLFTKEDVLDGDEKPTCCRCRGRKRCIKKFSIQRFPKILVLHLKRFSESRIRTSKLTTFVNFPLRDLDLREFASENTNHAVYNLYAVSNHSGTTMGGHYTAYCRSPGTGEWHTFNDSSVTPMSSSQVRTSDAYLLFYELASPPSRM
#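 Deubiquitinase activity read as fluorescence (485/531 nm) after Ub-CHOP2 cleavage activates the enterokinase reporter on its substrate; USP2 core 10nM, Ub-CHOP2 and substrate 25nM each, 30min compound preincubation then 60min RT; data normalized to NEM, curves fitted.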
# Eya2 phos inh – qHTS Assay for Inhibitors of the Phosphatase Activity of Eya2 | actives 0.006% (n = 330,000) | Protein phosphatase EYA2 (Homo sapiens), O00167 | AID 488837, 2010 | Potency, µM (highest dose often 76.9 µM), for the others: at the highest dose activity, negative = inhibition, actives largely listed as inhibitors | recombinant Eya2, OMFP fluorescence dephosphorylation (OMFP is methylfluorescein phosphate); further: potency means the concentration at half of the fitted maximal effect
#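 Eya2 protein (added as 0.2 uM solution) was preincubated with compound for 10 min at ambient temperature in 50 mM HEPES pH 7.5, 50 mM NaCl, 5 uM MgCl2, 0.05% BSA, 1 mM DTT. OMFP (added at 50 uM) then reacted 10 min; fluorescence read at 485/525 nm.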
# KCNH2 WT inh – qHTS for Inhibitors of KCHN2 3.1: Wildtype qHTS. Voltage-gated inwardly rectifying potassium channel KCNH2 (Homo sapiens), Q12809. U2OS, BacMam KCNH2, thallium flux FluxOr; hits give low values. actives 0.37% (n = 340,000). activity change, % at 1.84 µM;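 active means maximum activity change below -70%; inconclusive means maximum activity change between -70% and -50%; inactive means maximum activity change above -50%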
#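 U2OS cells transduced with wild-type KCNH2 virus are loaded with FluxOr dye for 45 min, and thallium flux is measured in kinetic reads before and after stimulation buffer. Rate constants are normalized to DMSO controls.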
# Starred values were filed as active, the others as inactive; ? = inconclusive; / = not tested or not shown; [ ] = dose if it differs, or a comment. Unless noted, the call rests on the fitted dose curve; in most records, active means well fitted curve in the direction sought with a large enough effect; inconclusive means small, poorly fitted or top-dose-only effect, or another doubt; inactive means no such curve, though single readings can be large; an effect the other way counts as inactive or inconclusive. Unless noted, on the % scale 0 is the no-effect control and ±100 the full control effect.
SMILES,GALK inhibitor,Chronic BCR inh,Coupling enz,Giardia kill,uPA surface inh,KCNH2 3.1 inh,B2AR arrestin,PKM2 act,USP2a block,Eya2 phos inh,KCNH2 WT inh
COc1cc(/C=C(\C#N)C(=O)NCc2ccccc2)ccc1OCc1ccc(C(=O)O)cc1,0%,?,7,-22,0%,2,0.0%,2%,-1%,10%,3
O=C(Nc1sc2c(c1C(=O)O)CCCCC2)c1ccco1,5%,/,-1,-22,-17%,13,0.3%,-23%,-2%,32%,0
COc1ccc(CNC(=O)CSc2nnc(C)n2-c2ccc(F)cc2)cc1,/,-2%,1,-11,-5%,-12,-0.8%,9%,-1%,-2%,-4
COc1ccccc1[C@H]1C(c2ccccc2)=NN(c2ccccc2)[C@@H]1CO,/,?,-3,7,-9%,-12,0.1%,/,-1%,1%,-2
COc1cc(/C=N/NC(N)=S)ccc1OC(=O)c1ccc(C)cc1,-5%,?,0,5,-4%,5,?,-13%,-1%,7%,-2
O=C(CSc1ccc(C(F)(F)F)cc1[N+](=O)[O-])Nc1ccc2ccccc2c1,-2%,?,-1,9,3%,-1,-0.8%,-2%,1%,3%,-8
CCOC(=O)C1=C(C)C(c2ccc(OC)cc2OC)NC(=O)N1 (stereo unspecified),-3%,?,2,13,5%,-10,-0.6%,0%,-2%,7%,16
COC(=O)c1ccccc1SCc1csc(C)n1,1%,?,-1,-16,2%,7,-0.4%,/,3%,-9%,-4
CC12CCC(C(=O)N3CCCCC3)(CC1=O)C2(C)C (stereo unspecified),2%,-3%,2,3,3%,-4,-0.4%,-15%,1%,-4%,3
Cc1cc(C)nc(/N=C(\N)Nc2ccc(OCCC(C)C)cc2)n1,9%,6%,-1,12,-8%,-82*,-0.4%,0%[11.5 µM],0%,0%,42
O=C(C1CCCN1S(=O)(=O)c1cccc2nsnc12)N1CCCCCC1 (stereo unspecified),/,-1%,-3,-7,7%,6,-0.2%,-4%,-1%,3%,-2
COc1cccc(-c2ccc(SCC(=O)N3CCOCC3)nn2)c1,-6%,0%,2,2,0%,1,-0.3%,-15%,-1%,-8%,-15
CCN(C(=O)COC(=O)c1cc([N+](=O)[O-])ccc1N1CCOCC1)c1ccccc1,/,?,/,-22,-2%,4,0.1%,/,-14%,-20%,-9
CC(C)NC(=O)C1CCN(Cc2cccc(Oc3ccccc3)c2)CC1,3%,-12%,-2,-6,-12%,9,-0.9%,4%,3%,-3%,15
O=C(NCc1cccc(F)c1)C1CCN(S(=O)(=O)Cc2ccccc2)CC1,4%,1%,4,3,2%,5,0.3%,-1%,0%,2%,5
CCOC(=O)C1=CN(Cc2cccc(F)c2)S(=O)(=O)NC1c1ccccc1 (stereo unspecified),/,2%,/,-5,-1%,5,-0.7%,/,3%,4%,6
Oc1ccc(/C=N/N2CCN(C3c4ccccc4-c4ccccc43)CC2)cc1O,2%,?,8,5,-1%,5,-0.7%,?,-5%,0%,-3
COc1cc(OC)c2c(=O)cc(-c3cccnc3)oc2c1,-3%,?,1,-27,7%,-4,-0.4%,1%,7%,0%,-4
COc1ccc(/C=N/N2C(=O)CSC2=S)cc1,0%,/,-3,14,3%,-15,/,-5%,/,/,-11
CSc1ncccc1C(=O)OCC(=O)c1ccccc1Br,-1%,2%,-2,-1,-3%,10,0.0%,4%,1%,-10%,-4
COc1ccc(CCNC(=O)COC(=O)/C=C/c2ccc(OCC#N)c(OC)c2)cc1OC,-1%,-1%,6,-10,0%,-2,-1.5%,-6%,4%,5%,4
CC(=O)CC(=O)Nc1ccc(Nc2ccccc2)cc1,2%,?,5,10,2%,-4,0.1%,3%,0%,-6%,2
CCC(Oc1ccc(C)cc1)C(=O)Nc1ccc2c(c1)n(C)c(=O)n2C (stereo unspecified),-2%,3%,0,4,-1%,-13,-1.2%,2%,-1%,-2%,-3
Cc1ccc(C2CC(=O)C=C(NCC(C)C)C2)cc1 (stereo unspecified),1%,1%,1,-9,-3%,-7,-0.9%,3%,4%,-2%,4
CC(=O)c1cccc(S(=O)(=O)Nc2cccnc2)c1,-1%,0%,1,?,0%,-1,-0.6%,5%,1%,1%,-5
CCOC(=O)Cc1csc(NS(=O)(=O)Cc2ccccc2)n1,0%,-3%,1,3,3%,-16,0.0%,2%,2%,-10%,2
CC(=O)c1oc2ccccc2c1NC(=O)CCCN1C(=O)c2ccccc2C1=O,2%,?,0,14,-2%,-19,-0.1%,1%,0%,5%,-3
CCOC(=O)c1sc2nc(C)nc(SCC(=O)N(CC)C3CCS(=O)(=O)C3)c2c1C (stereo unspecified),8%,-5%,2,-3,14%,-6,0.1%,0%,1%,14%,-13
CNC(=S)NNC(=O)c1cccc(C(F)(F)F)c1,-1%,-13%,0,0,/,-7,-0.9%,-14%,4%,3%,-6
O=C1C2C3C=CC(C3)C2C(=O)N1CCC(=O)N1CCc2ccccc21 (stereo unspecified),0%,0%,4,10,/,8,-0.5%,1%,-1%,5%,-6
CCOCCCN1C(=O)CN(C2CCC(C)CC2)C(=O)C1c1ccc(C)cc1 (stereo unspecified),4%,1%,0,4,-2%,-8,0.0%,-14%,-2%,-7%,-3
COc1ccc(OC)c(-n2nnnc2SCC(=O)Nc2ccc3c(c2)OCCO3)c1,4%,-1%,3,1,5%,-6,-0.7%,-1%,2%,4%,16
Cc1cccc(C(=O)OCC(=O)NCCCc2ccccc2)c1O,0%,-1%,3,-1,7%,-3,0.2%,/,-1%,?,-4
CN1C(=O)CCC1(O)c1ccccc1 (stereo unspecified),0%,4%,2,3,/,-17,0.1%,5%,-1%,5%,-11
CC(C)c1cc(NC(=O)C(C)(C)C)cc(C(C)C)c1O,4%,3%,1,-3,0%,-3,0.0%,-4%,2%,0%,-9
COCCCn1c(C)cc(C(=O)COC(=O)C23CC4CC(CC(O)(C4)C2)C3)c1C,/,0%,/,6,-6%,-6,-0.4%,/,-2%,-3%,8
Cc1ccc(C(=O)NNC(=O)c2ccc(S(=O)(=O)N(C)c3ccccc3)cc2)cc1,/,1%,/,-3,-12%,16,-0.2%,/,1%,-7%,8
CC1CN(CC(=O)N2CCc3[nH]c4ccccc4c3C2)CC(C)O1 (stereo unspecified),0%,0%,-21,-18,2%,5,0.1%,-2%,1%,-8%,2
Cc1cc(NC(=O)CSc2nc3ccsc3c(=O)n2CCCC(=O)NCCc2ccccc2)no1,-1%,-2%,2,-6,0%,11,0.0%,4%,0%,9%,8
O=C(Oc1ccc(-c2nnco2)cc1)N(c1ccccc1)c1ccccc1,-2%,?,11,8,0%,-11,0.0%,-5%,-1%,2%,1
CNCc1c(OCc2ccccc2)ccc2ccccc12,-3%,0%,0,7,-8%,8,-0.3%,-7%[11.5 µM],-1%,2%,-6
Cc1ccc(-c2cc(NC(=O)CCl)n(-c3ccccc3)n2)cc1,0%,?,-11,-10,-14%,8,10%,-5%,-1%,3%,6
CC(=O)N1c2ccccc2Oc2cc3ccccc3cc21,1%,?,2,0,9%,-3,-0.2%,3%,-1%,-10%,2
COCCCN(C(=S)Nc1cc(Cl)cc(Cl)c1)C(C)c1ccccn1 (stereo unspecified),-3%,-3%,-1,-14,-26%,-2,0.0%,5%,-1%,0%,3
Cc1nc(-c2ccccc2)cc(=O)[nH]1,2%,2%,-1,3,0%,0,0.1%,-7%,-2%,-4%,5
Cc1cccc(NCCNc2cccc(C)c2)c1,-2%,5%,-1,-4,-5%,-7,-0.1%,-1%,2%,8%,-1
CC(OC(=O)c1c(F)cccc1F)C(=O)NCCC1=CCCCC1 (stereo unspecified),/,-2%,/,19,-1%,10,-0.7%,/,1%,-25%,3
